FBPA Giardia inh: inhibitors of Giardia lamblia fructose-1,6-bisphosphate aldolase. A8B2U2. purified Giardia FBPA. Potency, µM (highest dose often 59.6 µM), for the others: at the highest dose activity, negative = inhibition, most hits filed as inhibitors. 0.71% of 290,000 active. AID 2451; further: potency means the concentration at half of the fitted maximal effect; on the % scale 0 is the no-effect control and ±100 the full control effect; nearly all actives have a fitted effect of over 55% in size
Target sequence (A8B2U2 whole entry, looked up): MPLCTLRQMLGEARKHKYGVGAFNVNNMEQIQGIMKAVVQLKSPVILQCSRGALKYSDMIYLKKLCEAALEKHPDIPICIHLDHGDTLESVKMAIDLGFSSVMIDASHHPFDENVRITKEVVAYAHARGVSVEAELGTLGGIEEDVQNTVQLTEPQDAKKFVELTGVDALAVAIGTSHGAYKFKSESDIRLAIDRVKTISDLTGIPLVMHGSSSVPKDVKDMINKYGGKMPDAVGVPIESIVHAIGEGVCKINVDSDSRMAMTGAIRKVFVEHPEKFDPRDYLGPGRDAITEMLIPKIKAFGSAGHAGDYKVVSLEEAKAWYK
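40 nM FBPA preincubated 10 min at RT with compound (up to 57.5 uM final), then substrate plus GAPDH/TPI/NAD/arsenate coupling and diaphorase/resazurin added. Fluorescence read after 20 min at RT, 525/598 nm.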
Cycloheximide cs: counter-screen hit for Shiga toxin inhibitors, cycloheximide. cell reporter, cycloheximide protein synthesis inhibition counterscreen. max response, %. 12% of 300,000 active. AID 2314; in the data active means max response mostly above about 13%, no sharp cut-off; inactive means mostly below about 14%; further: read at 38.3 µM for the half of the compounds with a filed dose; 0% is about no effect
AmpC inh detg: inhibitors of E. coli AmpC beta-lactamase with detergent; P00811; Potency, µM (highest dose often 114 µM), inactives show at the top dose activity change, negative = inhibition, hits mostly inhibitors; 0.041% of 370,000 active; AmpC hydrolysis of nitrocefin, absorbance 480 nm, 0.01% Triton;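 further: potency means the concentration at half of the fitted maximal effect; 0% = no-compound wells and -100% = no-enzyme wells; nearly all actives have a fitted effect of over 25% in size; some results filed as inactive show a strong effect at the top dose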
Target sequence (P00811 whole entry, looked up): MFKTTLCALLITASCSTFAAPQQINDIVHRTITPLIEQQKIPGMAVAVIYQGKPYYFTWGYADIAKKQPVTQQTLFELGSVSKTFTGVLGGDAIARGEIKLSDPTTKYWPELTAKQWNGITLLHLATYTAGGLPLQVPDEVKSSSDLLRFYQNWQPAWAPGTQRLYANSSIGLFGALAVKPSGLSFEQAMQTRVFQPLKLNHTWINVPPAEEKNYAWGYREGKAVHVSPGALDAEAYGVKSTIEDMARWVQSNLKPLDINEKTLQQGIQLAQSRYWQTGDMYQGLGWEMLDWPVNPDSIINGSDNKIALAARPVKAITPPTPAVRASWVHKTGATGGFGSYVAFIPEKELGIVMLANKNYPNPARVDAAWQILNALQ
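20 mM phosphate pH 7.0 + 0.01% (detergent screen) or 0.0001% Triton X-100; 5.3 nM AmpC reagent; cpd preinc 15 min RT; nitrocefin (800 uM stock) to start; A480 q20 s × 4 min; Activity was normalised to no-enzyme and no-compound control wells.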
HCMV inh: human cytomegalovirus inhibition; HFF cells, HCMV-luciferase reporter, 72 h; hits give low values; 4.5% of 410,000 active; AID 1259415; activity change, negative = inhibition, % at 57.5 µM; in the data active means activity change below about -60%; inconclusive means no clear call, values can overlap the other calls; inactive means above about -39%; further: on the % scale 0 is the no-effect control and ±100 the full control effect
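Luciferase read-out from HCMV-luciferase-infected HFFs (MOI 1 PFU/cell) 72 h post infection at 37C; compounds added after 16 h cell attachment; activity normalized between buffer-only basal and Salinomycin (10uM) inhibitor controls.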
AMA1-RON2 inh: inhibitors of Plasmodium falciparum AMA1-RON2 interaction | AlphaScreen AMA1-biotinylated RON2 peptide binding | Potency, µM (top dose mostly 58.2 µM), without a hit: at the highest dose activity change, negative = inhibition, hits mostly inhibitors | 0.2% of 360,000 active | AID 720542;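 further: potency means the concentration at half of the fitted maximal effect; 0% = vehicle wells and -100% = peptide control; nearly all actives have a fitted effect of over 45% in size; some results filed as inactive show a strong effect at the top dose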
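AMA1 (3D7) with his tag at 25 nM final met compounds first, then biotinylated RON2 peptide at 25 nM; detection used donor plus acceptor beads, 10 µg/mL apiece, read by AlphaScreen after 30 min at room temperature.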
AmpC no deterg: AmpC beta-lactamase inhibition without detergent; 0.52% of 330,000 active; AmpC nitrocefin hydrolysis, absorbance 480 nm, 0.0001% Triton; P00811; Potency, µM (highest dose often 57.1 µM), without a hit: at the top dose activity change, negative = inhibition, actives largely listed as inhibitors;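 further: potency means the concentration at half of the fitted maximal effect; plate controls were no compound for no effect and no enzyme for full effect; nearly all actives have a fitted effect of over 20% in size; some results filed as inactive show a strong effect at the top dose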
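20 mM phosphate pH 7.0 + 0.01% (detergent screen) or 0.0001% Triton X-100; 5.3 nM AmpC reagent; cpd preinc 15 min RT; nitrocefin (800 uM stock) to start; A480 q20 s × 4 min; Activity was normalised to no-enzyme and no-compound control wells.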
Shiga toxin inh: inhibitors of Shiga toxin in Vero cells | Vero cells, Shiga toxin protein synthesis inhibition reporter | 9.2% of 290,000 active | inhibition, % at 38.7 µM; in the data active means inhibition mostly above about 28%, no sharp cut-off; inactive means mostly below about 43%; further: 0% is about no effect
Starred values were filed as active, the others as inactive; ? = inconclusive; nt = no result given; + = active, no number; & = joins results of further samples; [ ] = remark or other dose. Unless noted, the call rests on the fitted dose curve; in most records, active means well fitted curve in the direction sought with a large enough effect; inconclusive means small, poorly fitted or top-dose-only effect, or another doubt; inactive means no such curve, though single readings can be large; an effect the other way counts as inactive or inconclusive.

Molecule	FBPA Giardia inh	Cycloheximide cs	AmpC inh detg	HCMV inh	AMA1-RON2 inh	AmpC no deterg	Shiga toxin inh
Cc1ccc(CSc2nc3c(c(=O)[nH]2)CCC3)cc1	-5.4%	-1.0	-7.5%	73.8	3.4%	-22.1%	7.8
Cc1ccc(-c2nc(S(=O)(=O)c3ccc(C)cc3)c(SCC(N)=O)o2)cc1	nt	-2.2	-1.8%	7.3	-14.5%	-12.2%	-10.4
O=C(NCCc1ccccc1)C(=O)NCC1CCCN1S(=O)(=O)c1cccs1 (stereo unspecified)	nt	nt	?	-14.0	7.8%	-13.3%	nt
Cc1ccccc1OCc1nnc(SCC(=O)NCc2ccco2)n1C	0.2%	-0.8	2.1%	-11.1	-3.0%	8.2%	-22.4
N#Cc1cnc(SCCc2ccccc2)nc1N	-7.1%	24.1*	-0.4%	39.5	13.5%	-29.1%	39.5*
CC(=Nc1ccc(C)c(C)c1)C1=C(O)CSC1=O	1.1%	23.3*	-16.1%	37.0	-5.2%	-26.8%	44.8
COc1cccc(CN2CCC(n3nccc3NC(=O)C3CC3)CC2)c1	nt	3.1	?	-22.8	-9.8%	-8.2%	-6.2
CCCCn1c(SCC(=O)NCc2ccco2)nc2ccccc2c1=O	-2.0%	6.0	?	-40.0	24.9%	-26.2%	-5.0
COC(=O)[C@H](C(C)C)n1c(C)c(C(C)=O)c(C(C)=O)c1C	5.3%	-1.6	-6.3%	14.9	4.6%	-2.5%	-2.3
O=C(O)Cn1c(=O)c(-c2ccccc2)nc2ccccc21	8.3%	4.0	-12.4%	6.4	13.0%	-8.4%	-3.5
CS(=O)(=O)N(CC(=O)N1CCN(c2ccccc2)CC1)C1CCCCC1	0.3%	-2.4	-1.2%	-1.1	-4.1%	-5.3%	-5.8
Cc1nc2ccccc2c(=O)n1Cc1ccc([N+](=O)[O-])cc1	12.9%	-1.6	2.2%	-1.1	-5.4%	-8.5%	13.5

Next section
Molecule	FBPA Giardia inh	Cycloheximide cs	AmpC inh detg	HCMV inh	AMA1-RON2 inh	AmpC no deterg	Shiga toxin inh
CN(C)c1cc(NC(=O)CN2CCOCC2)c2ccccc2n1	-18.1%	-8.1	-5.3%	nt	5.4%	-4.4%	-5.8
COc1cc2c(cc1OC)CN(C(=O)CCNS(=O)(=O)c1ccc(Br)cc1)CC2	nt	nt	-13.1%	-8.3	9.4%	10.4%	nt
COc1cccc(C(=O)Nc2nnc(SCC(=O)NC3CC3)s2)c1	-23.4%	-3.0	8.2%	71.0	-20.9%	-2.9%	-7.4
CC(/C=N/n1c(COc2ccccc2)n[nH]c1=S)=C\c1ccccc1	15.7%	-2.6	-0.3%	9.2	52.8%[activator]	-30.6%	-12.2
COc1ccc(CN(C)C(=O)c2cccc(NS(=O)(=O)c3ccccc3)c2)c(OC)c1	nt	3.5	0.2%	57.3	-5.4%	-50.0%	-31.5
C=C(C)Cn1c(NCCOC)nc2c1c(=O)[nH]c(=O)n2C	4.0%	2.4	-6.2%	-8.3	0.0%	-17.0%	2.9
CCN(CC)S(=O)(=O)c1ccc(NCC2COc3ccccc3O2)c([N+](=O)[O-])c1 (stereo unspecified)	-0.5%	20.1*	-11.3%	-1.9	-21.0%	-11.9%	21.1
COc1ccc(C2(C(=O)Nc3nncs3)CCCC2)cc1	1.4%	-2.4	-18.3%	-14.5	42.2%[activator]	-4.0%	-7.9
N#Cc1ccc(NC(=O)Cn2c3[n+](c4ccc(C(F)(F)F)cc42)CCCCC3)cc1	0.9%	0.2	-13.7%	?	-6.2%	-3.2%[2.29 µM]	-4.3
COc1ccccc1-n1c(CNc2ccc(F)cc2)nnc1SCC(=O)Nc1cc(C)on1	0.0%	-2.3	-2.2%	?	2.8%	-18.6%	13.2
CCOc1ccc(NC(=S)/C(=C(\[O-])c2ccc(C)c([N+](=O)[O-])c2)[n+]2ccccc2)cc1	-4.6%	32.9*	-1.3%	nt	-4.3%	-3.0%	40.8*
O=C(NC1CC1)c1ccc(CS(=O)c2ccccc2)o1 (stereo unspecified)	6.8%	2.2	?	21.4	-21.9%	-12.6%	3.9

Other compounds follow.
Molecule	FBPA Giardia inh	Cycloheximide cs	AmpC inh detg	HCMV inh	AMA1-RON2 inh	AmpC no deterg	Shiga toxin inh
CSc1ccccc1NC(=O)Nc1ccc(Cl)cc1	-13.8%	54.7*	?	?	-1.0%	?	82.9
O=C(/C=C/c1ccccc1)CC(O)(c1ccccc1)C(F)(F)F (stereo unspecified)	-1.3%	-1.8	1.6%	-102.4*	-6.2%	-27.8%	-30.4
CNC(=S)Nn1cnc2ccccc21	-11.2%	-5.1	-1.6%	-16.9	0.0%	-15.5%	23.3
CC1=C(C(=O)O)N2C(=O)C(NC(=O)c3nn(C)c(C)c3Cl)C2SC1 (stereo unspecified)	-21.9%	-1.5	-9.4%	0.9	85.9%[activator]	-13.1%	10.1
Cc1cc(C(=O)CSc2n[nH]c(N)n2)c(C)n1-c1ccccc1	6.3%	36.5*	0.0%	74.7	-2.3%	-46.3%	49.8*
CCN(CC(=O)NCc1cccs1)C(=O)/C=C/c1ccc(Cl)c(Cl)c1	nt	nt	-11.9%	-7.7	14.3%	13.6%	nt
O=c1c2c(nc3cc(-c4ccc(Br)cc4)[nH]n13)CCCC2	-0.4%	7.2	8.5%	-28.6	6.1%	14.7%	21.4
COc1ccc(C(CC(=O)N2CCCC(C)C2)c2c(O)cc(OC)cc2OC)cc1 (stereo unspecified)	-16.0%&-1.3%	-0.9&-2.1	1.2%	36.4	-0.5%	17.1%	-4.7&-5.0
CS(=O)(=O)N(CCc1ccccc1)CC(=O)N1CCCC1	1.8%	-2.1	-8.9%	0.0	-6.8%	0.0%	-19.8
CN(C(=O)COC(=O)c1ccccc1Cc1ccccc1)c1c(N)n(Cc2ccccc2)c(=O)[nH]c1=O	nt	nt	?	-6.7	-1.7%	13.4%	nt
COc1ccc(-n2nnnc2/C=C\Nc2ccc(C)cc2)cc1	-2.7%	-2.6	-0.4%	30.5	-15.5%	-18.6%	10.5
Nc1cccc(C(=O)OCC(=O)c2ccccc2)c1	0.7%	44.1*	?	45.9	-8.7%	-0.5%	+

(further entries)
Molecule	FBPA Giardia inh	Cycloheximide cs	AmpC inh detg	HCMV inh	AMA1-RON2 inh	AmpC no deterg	Shiga toxin inh
Clc1cccc(Nc2ncnc3c2cnn3-c2ccccc2)c1	?	40.1*	-12.2%	-32.1	-11.1%	-48.0%	44.5*
Cc1ccc(Br)cc1S(=O)(=O)Nc1cccnc1	-11.1%	1.3	-19.2%	24.1	-4.2%	-21.5%	-2.8
COc1ccc(S(=O)(=O)NCC2CCCN(C(=O)c3occc3C)C2)cc1 (stereo unspecified)	3.7%	-2.1	0.0%	-17.5	3.3%	25.1%	-3.6
CSCC[C@H](NC(=O)[C@H](CCCN=C(N)N)NC(=O)[C@@H]1CCCN1C(=O)[C@H](Cc1ccccc1)NC(=O)[C@H](C)NC(=O)[C@H](CC(C)C)NC(=O)[C@H](Cc1ccc(O)cc1)NC(=O)[C@H](CC(N)=O)NC(=O)[C@@H](N)CCSC)C(N)=O	5.3%	-4.1	nt	nt	nt	nt	-14.9
O=C1N[C@H](Cc2c[nH]c3ccccc23)COC(=O)[C@H](Cc2ccc(F)cc2)C/C=C\C[C@H]1CC(=O)N(CCO)Cc1ccccc1	nt	nt	nt	30.8	-6.2%	172.6%[activator]	nt
COc1cc(/C=C/C(=O)OCc2cn3cc(Cl)ccc3n2)ccc1O	-5.5%	-0.7	1.2%	0.4	2.0%	-17.7%	-5.9
COc1ccccc1CC(=O)c1ccc(OCc2ccccc2)cc1	nt	nt	1.0%	-29.9	66.7%[activator]	-20.5%	nt
O=C(NCCc1ccc(Cl)cc1)c1ccc(S(=O)(=O)N2CCCC2)cc1	nt	nt	3.6%	-27.6	0.0%	-8.4%	nt
CCOc1ccc(NC(=O)CN2C(=O)C(C)SC(C)C2=O)cc1 (stereo unspecified)	-0.7%	24.8*	-5.5%	-64.6*	-6.1%	5.1%	54.3
COc1ccc(NC(=O)COC(=O)C2C3CC4OC(=O)C2C4C3)cc1 (stereo unspecified)	3.7%	12.9	-4.3%	10.5	1.2%	-8.9%	17.8
Cc1ccccc1CN1CCC(n2nccc2NC(=O)c2ccc3c(c2)OCO3)CC1	nt	20.7	2.0%	-20.8	-6.8%	-31.3%	33.7*
Cc1cc2c(cc1S(=O)(=O)CCC(=O)N1CC(C)CC(C)C1)OCC(=O)N2 (stereo unspecified)	11.2%	-1.7	-13.0%	-23.1	8.9%	8.6%	5.1

(more compounds)
Molecule	FBPA Giardia inh	Cycloheximide cs	AmpC inh detg	HCMV inh	AMA1-RON2 inh	AmpC no deterg	Shiga toxin inh
COc1cc(F)cc(-c2ccc3c(c2)c(-c2cccs2)c(-c2cc(OC)cc(OC)c2)n3C)c1	nt	nt	-2.0%	-5.5	-5.0%	-20.8%	nt
CN(C)S(=O)(=O)Oc1ccc(C(=O)Nc2cccc(C(F)(F)F)c2)cc1	-19.4%	13.8	?	-76.2*	0.3%	-30.7%	18.3
CN1CCN(CCCCOc2ccccc2-c2ccccc2)CC1	19.9µM*	-2.5	-10.1%	9.4	-4.1%	61.8%[activator]	-4.5
CC(C)(C)NC(=O)C(c1cccs1)N(Cc1ccco1)C(=O)c1csnn1 (stereo unspecified)	nt	-3.2	0.9%	-10.0	-10.2%	-1.4%	2.0
Cn1/c(=N/N=C/c2ccccn2)sc2ccccc21	-18.5%	51.1*	-3.4%	73.7	-17.0%	209.6%[activator]	91.5*
O=C(COc1ccccc1C(=O)Nc1ccccc1)c1ccc(Br)cc1	0.0%	-1.2	-1.6%	-37.8	3.3%	-21.6%	-14.4
O=C(Nc1cc(=O)[nH]c2nc(-c3ccccc3)nn12)c1ccccc1Cl	7.1%	1.3	2.3%	-31.6	-6.0%	-13.8%	20.5
C(/C=C/c1ccccc1)=N/N1CCN(c2ccccc2)CC1	4.0%	16.4*	2.5%	-100.6*	-6.8%	-13.8%	40.9
O=C(NC1CCCCC1)c1cc([N+](=O)[O-])ccc1N1CCOCC1	6.0%	-4.3	?	-10.2	-6.8%	-10.1%	38.1

2 compounds from above, limited to AmpC no deterg:
SMILES	AmpC no deterg
CC(C)(C)NC(=O)C(c1cccs1)N(Cc1ccco1)C(=O)c1csnn1 (stereo unspecified)	-1.4%
Cn1/c(=N/N=C/c2ccccn2)sc2ccccc21	209.6%[activator]

Of the compounds above, these have a cyano group:
Molecule	FBPA Giardia inh	Cycloheximide cs	AmpC inh detg	HCMV inh	AMA1-RON2 inh	AmpC no deterg	Shiga toxin inh
N#Cc1cnc(SCCc2ccccc2)nc1N	-7.1%	24.1*	-0.4%	39.5	13.5%	-29.1%	39.5*
N#Cc1ccc(NC(=O)Cn2c3[n+](c4ccc(C(F)(F)F)cc42)CCCCC3)cc1	0.9%	0.2	-13.7%	?	-6.2%	-3.2%[2.29 µM]	-4.3

Source: PubChem
